# STK33 kinase inh: inhibitors of human STK33 kinase | Q9BYT3 | 0.073% of 320,000 active | inhibition, % at 10 µM | purified STK33, MBP phosphorylation, ADP-Glo luminescence;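 active means inhibition at or above 25%, using the most active replicate where run in duplicate; inactive means inhibition below 25%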
# Active calls of the source: *. An excerpt (hit frequency here may not be typical).
# The first 2 entries, to show the layout:
Compound | STK33 kinase inh
CCN(CC)C(=O)COc1cc(C)cc2oc(=O)c3c(c12)CCCC3 | -0.5
COc1ccc(-n2c(/C=C/c3cccc(F)c3)nc3ccccc3c2=O)c(OC)c1 | -0.4

# Results, from the first entry:
Compound | STK33 kinase inh
CCN(CC)C(=O)COc1cc(C)cc2oc(=O)c3c(c12)CCCC3 | -0.5
COc1ccc(-n2c(/C=C/c3cccc(F)c3)nc3ccccc3c2=O)c(OC)c1 | -0.4
C=CCn1c(O)c(Cc2ccc(OCC)cc2)c(=O)[nH]c1=O | -1.7
Cn1c(O)c(/C=C2\C=c3ccccc3=NC2=O)c(=O)n(C)c1=O | -1.5
CN1CCN(Cc2c(F)cccc2Cl)CC1 | 0.0
COc1ccc(N2C(=O)/C(=C/c3ccc(OC)c(OC)c3)C(=O)NC2=S)cc1 | -1.8
COC(=O)Cn1cc(C(=O)c2ccccc2F)c2ccccc21 | 0.2
O=C1C(Cc2cnc[nH]2)NC(=S)N1c1ccccc1 (stereo unspecified) | -2.1

# Exported field by field: part of the list above
> CCN(CC)C(=O)COc1cc(C)cc2oc(=O)c3c(c12)CCCC3
- STK33 kinase inh: -0.5

> C=CCn1c(O)c(Cc2ccc(OCC)cc2)c(=O)[nH]c1=O
- STK33 kinase inh: -1.7

> COC(=O)Cn1cc(C(=O)c2ccccc2F)c2ccccc21
- STK33 kinase inh: 0.2

# (listing goes on)
mol,STK33 kinase inh
O=c1cccc2n1C[C@@H]1C[C@@H]2CN(CC(O)c2ccc([N+](=O)[O-])cc2)C1 (stereo partly specified),0.3
O=Cc1c(C(=O)O)n(Cc2ccc(F)cc2Cl)c2ccccc12,-1.8
COc1ccc(C(=O)C2CCCN(Cc3ccc(F)cc3F)C2)cc1F (stereo unspecified),-0.6
O=c1c2ccccc2nc(Cc2ccccc2)n1-c1ccccc1,-0.6
COc1ccc(OC)c(NP(=O)(Oc2ccccc2)Oc2ccccc2)c1,-1.4
O=c1nc(/C=C/c2ccc(Cl)cc2Cl)cc(C(F)(F)F)[nH]1,-0.5
